USP7 inh – blocks human USP7 ubiquitin-rhodamine cleavage. inhibition, % at 20 µM. AID 1645854. 47,000 compounds, 0.3% hits. purified USP7, Ub-rhodamine cleavage fluorescence
UCHL1 block – human UCHL1 deubiquitinase inhibition. P09936. purified UCHL1, Ub-rhodamine cleavage fluorescence. inhibition, % at 20 µM. 47,000 compounds, 0.2% hits
Target sequence (P09936 whole entry, looked up): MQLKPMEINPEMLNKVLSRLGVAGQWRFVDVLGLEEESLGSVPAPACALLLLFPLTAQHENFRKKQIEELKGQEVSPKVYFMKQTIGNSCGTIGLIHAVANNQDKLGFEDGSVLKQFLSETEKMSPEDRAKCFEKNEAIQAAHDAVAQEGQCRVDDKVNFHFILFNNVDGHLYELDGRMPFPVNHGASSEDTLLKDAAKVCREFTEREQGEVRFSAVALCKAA
USP28 inh – human USP28 deubiquitinase inhibition. Q96RU2. purified USP28, Ub-rhodamine cleavage fluorescence, 30 min. inhibition, % at 25 µM. 47,000 compounds, 3% hits
OTUD3 block – blocks human OTUD3 ubiquitin-rhodamine cleavage | purified OTUD3, Ub-rhodamine fluorescence, 2 h | inhibition, % at 25 µM | 47,000 compounds, 0.7% hits | AID 1645858
USP30 block – human USP30 deubiquitinase inhibition; Q70CQ3; purified USP30, Ub-rhodamine cleavage fluorescence; inhibition, % at 25 µM; 47,000 compounds, 5.3% hits; AID 1645860
USP17 inh – human USP17-like deubiquitinase inhibition; AID 1645855; 47,000 compounds, 6.5% hits; purified USP17, Ub-rhodamine cleavage fluorescence, 3 h; inhibition, % at 50 µM
USP10 inh – blocks human USP10 ubiquitin-rhodamine cleavage | purified USP10, Ub-rhodamine fluorescence, 60 min | inhibition, % at 20 µM | 47,000 compounds, 1.1% hits | AID 1645856
Target sequence (Q14694 whole entry, looked up): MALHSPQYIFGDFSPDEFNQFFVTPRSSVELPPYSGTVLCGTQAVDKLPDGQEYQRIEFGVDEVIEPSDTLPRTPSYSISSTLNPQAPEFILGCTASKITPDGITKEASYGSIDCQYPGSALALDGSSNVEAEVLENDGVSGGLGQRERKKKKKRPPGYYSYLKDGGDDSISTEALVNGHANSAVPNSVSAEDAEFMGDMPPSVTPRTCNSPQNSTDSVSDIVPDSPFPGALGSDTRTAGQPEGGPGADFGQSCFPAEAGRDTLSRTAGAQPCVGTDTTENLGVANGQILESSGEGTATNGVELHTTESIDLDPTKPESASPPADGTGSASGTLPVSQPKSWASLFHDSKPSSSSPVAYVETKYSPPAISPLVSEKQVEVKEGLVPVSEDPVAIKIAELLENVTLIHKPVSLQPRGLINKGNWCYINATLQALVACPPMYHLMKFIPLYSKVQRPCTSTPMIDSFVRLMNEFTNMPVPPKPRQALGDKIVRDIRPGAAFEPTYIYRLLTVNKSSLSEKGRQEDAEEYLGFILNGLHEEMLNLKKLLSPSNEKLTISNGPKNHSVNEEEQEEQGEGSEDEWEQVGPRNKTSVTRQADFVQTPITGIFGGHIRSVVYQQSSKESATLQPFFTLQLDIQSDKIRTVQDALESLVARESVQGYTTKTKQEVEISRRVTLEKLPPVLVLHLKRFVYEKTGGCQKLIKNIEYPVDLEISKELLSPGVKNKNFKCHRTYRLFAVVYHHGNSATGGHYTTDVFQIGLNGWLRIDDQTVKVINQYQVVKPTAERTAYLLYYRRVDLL
USP8 inh – human USP8 deubiquitinase inhibition; AID 1645853; inhibition, % at 20 µM; purified USP8, Ub-rhodamine cleavage fluorescence, 30 min; 47,000 compounds, 4.2% hits
Active calls of the source: *; nt = no result given. No stated cut-off is given here; in the data, active means inhibition above about 30%; inactive means the rest.

structure | USP28 inh | USP17 inh | USP7 inh | USP30 block | USP10 inh | USP8 inh | OTUD3 block | UCHL1 block
CC(=O)c1cccc(NC(=O)C2c3ccccc3C(=O)N(C3CCCC3)C23CCCCC3)c1 (stereo not drawn) | -45 | -7 | -10 | -175 | -8 | 65* | -35 | -9
Cc1ccccc1CNC(=O)c1c(O)c2cnn(Cc3ccccc3)c2[nH]c1=O | -17 | -21 | 0 | -76 | 1 | 20 | -18 | -4
O=C(COc1ccc(F)cc1Cl)NCCCn1ccc2ccccc21 | 12 | 11 | -7 | 19 | 1 | 12 | 14 | 3
O=C(NCCC1=CCCCC1)c1ccc(SCCN2CCOCC2)nc1 | -5 | -5 | -3 | -60 | -1 | 0 | 2 | -3
C=Cc1ccc(Cn2c(C(=O)O)c(CNC3CC3)c3ccccc32)cc1 | 10 | -5 | -10 | 3 | 3 | 1 | 6 | 2
Cn1nc(-c2ccc(F)cc2)cc1C(=O)NC1CC(=O)N(C2CC2)C1 (stereo not drawn) | 0 | -2 | 3 | -5 | 0 | -11 | -6 | 0
CCOc1ccccc1C1[C@@H]2CCCC[C@]2(O)CCN1C(=O)/C=C/c1ccccc1 (stereo partly drawn) | 10 | 7 | -4 | 1 | 2 | -157 | 8 | 3
Cc1ccc(C(=O)NCC(=O)Nc2nc3ccccc3[nH]2)c(C)c1 | 13 | 57* | -3 | -22 | 4 | -1 | -5 | -3
Cc1cccc(OCC(=O)Nc2nnc(-c3cccs3)s2)c1 | -74 | -61 | -7 | -334 | -7 | -57 | -79 | -16
COc1cccc(CC(=O)NC2CC(=O)N(C3CCCC3)C2)c1 (stereo not drawn) | 13 | 16 | 1 | 17 | -1 | 8 | 10 | -1
COc1ccc(CC(=O)N2CCc3nc(N4CCCCC4)[nH]c(=O)c3C2)cc1 | -1 | 7 | 0 | 11 | 0 | 14 | 4 | 1
COc1ccc(/C=C/c2nc(-c3cccc(OCC(=O)NC(C)C)c3)no2)cc1OC | -7 | -9 | 5 | -12 | -3 | 3 | 0 | 3
Cn1cc(C2c3ccccc3C(=O)N2CC(=O)Nc2ccc(F)cc2)c2ccccc21 (stereo not drawn) | 8 | 2 | 0 | -24 | 3 | 11 | 6 | 6
C=C1OC(=O)C(C(=O)[C@H](C)[C@H]2[C@H](/C=C(\CO)[C@H]3O[C@@H](/C=C/C[C@@H]4CC[C@@H]([C@@H](C)OC)O4)CC[C@@H]3C)CCC[C@@H]2C)C1=O (stereo partly drawn) | 1 | 9 | -1 | -10 | 12 | -8 | 1 | 0
CC(C)(C)c1cc2n(n1)[C@@H](C(F)F)C[C@@H](C1CCN(C(=O)c3ccccc3F)CC1)N2 | 1 | -22 | -3 | -40 | -8 | -12 | 0 | 1
CC(=O)N1Cc2ccccc2OC2(CCCN(Cc3ccccc3)C2)C1 (stereo not drawn) | nt | 2 | -9 | nt | -4 | -4 | 1 | 1
O=C(Cn1cnc(S(=O)(=O)N2CCCCC2)c1)Nc1cccc2c1CCCC2 | -3 | -1 | 0 | -7 | 0 | -2 | -2 | 0
Cc1c(C(=O)Nc2ccc(F)cc2F)nnn1-c1ccccc1 | 6 | -25 | -4 | 1 | 2 | -4 | -5 | 1
O=C(NCc1cccc(NC(=O)C2CC2)c1)c1cn[nH]c1-c1ccc(F)cc1 | -19 | nt | -7 | -25 | -1 | -13 | -13 | -4
Cc1cc(C)n(-c2nc3c(c(=O)n2CC(=O)N2CCOCC2)CCCC3)n1 | 16 | 6 | 3 | -1 | -2 | 19 | 17 | 3
COc1ccccc1CNC(=O)C(=O)c1cn(CC(=O)N2CCCCC2)c2ccccc12 | 13 | 16 | nt | 26 | 2 | 0 | 12 | 3
O=C(Cn1c(=O)n(-c2ccc(CC(=O)NC3CCCC3)cc2)c(=O)c2ccccc21)NCc1ccco1 | -9 | -24 | -8 | -41 | 2 | -14 | -10 | -4
COc1ccc(C(=O)Nc2ccc(-c3nc4ccccc4[nH]3)cc2)cc1S(=O)(=O)N1CCOCC1 | 10 | 51* | 2 | 50* | -7 | 0 | 8 | -2
CC(C)(C)CN1CC[C@H](c2nnc(-c3ccco3)o2)C1 | -16 | -17 | -1 | -13 | -1 | 0 | -6 | -2
CN1C(=O)OC[C@@H]2CCN(C(=O)Nc3ccc(C(=O)O)cc3)C[C@H]21 | 9 | 12 | 4 | 17 | 1 | -2 | 11 | 3
O=S1(=O)CCN2C(c3ccc4c(c3)CCCC4)=CSC2=N1 | 27 | 20 | -7 | 18 | 1 | 12 | 3 | 0
CC1CCN(C(=O)c2cc(=O)nc3sc(N4CCCCCC4)nn23)CC1 | -6 | -16 | -14 | 0 | 0 | -1 | -9 | -3
O=C(/C=C/c1cccs1)Nc1ccc(N2CCCC2)c(C(=O)O)c1 | -12 | -8 | 9 | -88 | 9 | 5 | -7 | 9
Cc1ccc(CC(=O)N2CCCC(Cc3nccnc3N)C2)s1 (stereo not drawn) | -94 | -18 | 4 | -164 | 2 | -2 | -31 | -1
Cc1ccc(S(=O)(=O)N2CCCCC2C(=O)Nc2nc3ccc(S(C)(=O)=O)cc3s2)cc1 (stereo not drawn) | 8 | -19 | 6 | -8 | -2 | -99 | -5 | -1
CSCC[C@H](NC(=O)[C@H](Cc1ccccc1)n1c(=O)[nH]c2ccccc2c1=O)C(=O)N[C@H](Cc1ccccc1)C(=O)O | -4 | 0 | 0 | 9 | 1 | -81 | -3 | -2
O=C(c1ccc2c(c1)OCO2)[C@@H]1[C@@H]2CCCN2[C@]2(C(=O)Nc3ccc(Cl)cc32)[C@@]12C(=O)Nc1ccccc12 | -4 | 28 | 5 | -12 | 6 | 16 | -11 | 10

Only OTUD3 block and UCHL1 block, for some of the entries so far:
SMILES	OTUD3 block	UCHL1 block
CC1CCN(C(=O)c2cc(=O)nc3sc(N4CCCCCC4)nn23)CC1	-9	-3
O=C(/C=C/c1cccs1)Nc1ccc(N2CCCC2)c(C(=O)O)c1	-7	9
Cc1ccc(CC(=O)N2CCCC(Cc3nccnc3N)C2)s1 (stereo not drawn)	-31	-1
Cc1ccc(S(=O)(=O)N2CCCCC2C(=O)Nc2nc3ccc(S(C)(=O)=O)cc3s2)cc1 (stereo not drawn)	-5	-1
CSCC[C@H](NC(=O)[C@H](Cc1ccccc1)n1c(=O)[nH]c2ccccc2c1=O)C(=O)N[C@H](Cc1ccccc1)C(=O)O	-3	-2
O=C(c1ccc2c(c1)OCO2)[C@@H]1[C@@H]2CCCN2[C@]2(C(=O)Nc3ccc(Cl)cc32)[C@@]12C(=O)Nc1ccccc12	-11	10

Further results:
structure | USP28 inh | USP17 inh | USP7 inh | USP30 block | USP10 inh | USP8 inh | OTUD3 block | UCHL1 block
Cc1cc(C)cc(-n2nnc(C(=O)NC3CCCC3)c2N)c1 | -1 | -2 | -9 | -9 | -1 | -9 | -8 | -1
CCn1c(-c2cc(NC(=O)COC)n[nH]2)c(C)c2ccccc21 | 16 | 0 | 3 | 3 | -2 | 13 | -3 | 1
COc1cccc(C(=O)NCC(=O)N2CCCc3ccccc32)c1OC | -10 | -8 | 0 | -4 | -1 | -10 | 1 | -3
COCCn1c(=O)n(Cc2cccc(OC)c2)c2cccnc21 | 2 | 0 | -4 | 7 | -1 | 0 | 6 | 1
NC(=O)c1c(NC(=O)/C=C/C(=O)O)sc2c1CCCCCC2 | -8 | 0 | -1 | -49 | -7 | -13 | -3 | -4
Cn1nc(C(=O)N2CCCCC2)c2c1-c1ccsc1CC2 | nt | 16 | -90 | nt | -2 | -5 | 2 | 0
O=C(Nc1cc(S(=O)(=O)Nc2ccc(Cl)cc2)ccc1O)c1cc2c(s1)CCC2 | 5 | 14 | 60* | 20 | 70* | 99* | 8 | 33*
c1ccc2c(c1)c(NCc1ccc3c(c1)OCO3)nn1cnnc21 | 9 | 41* | 2 | -27 | -2 | 4 | 3 | 3
CN(C)C=Nc1nc(SCc2c(F)cccc2Cl)n[nH]1 | 6 | 2 | 4 | -1 | 3 | 4 | 1 | 0
CC1(C(N)=O)CN(C(=O)c2cc3ccccc3s2)CCO1 (stereo not drawn) | -2 | 5 | 5 | -4 | 0 | 5 | 4 | 1
Cc1nnc(SCC(=O)c2ccc3c(c2)OCCO3)n1Cc1ccccc1 | -3 | -4 | -6 | -2 | -1 | 0 | -2 | 0
COC(=O)c1ccc(S(=O)(=O)N2CC(c3nc4ccccc4[nH]3)C2)cc1 | -17 | -67 | -19 | -62 | -6 | -228 | -16 | 0
Cc1ccc(CNC(=O)c2cn(-c3ccccc3)nc2-c2ccccc2)o1 | -3 | 5 | 4 | 6 | 6 | 0 | 7 | 0
O=C(CCc1nnc2ccc(N3CCCC3)nn12)N1CCN(c2ccccc2F)CC1 | 6 | nt | 2 | 19 | 1 | 22 | 16 | 3
CS(=O)(=O)c1ccc(NCCCN2CCOCC2)c(F)c1 | 0 | -6 | 0 | 8 | 0 | 0 | -5 | 0
CCc1noc(-c2ccc(SCC(=O)N3CCCCC3)nc2)n1 | 7 | 4 | -3 | 0 | -2 | 7 | 3 | 0
COc1cccc(-c2cncc(C3CCN(C(=O)c4cnccn4)CC3)n2)c1 | -1 | -1 | 2 | -3 | 0 | 17 | 14 | 3
O=C1CO[C@H](c2ccc(NC(=O)c3cc(F)cc(F)c3)cc2)[C@@H](CO)N1 | 2 | 24 | 0 | 19 | 0 | 5 | -2 | 1
CN1CCc2nc(C3CCCN(C(=O)C(C)(C)C)C3)[nH]c(=O)c2C1 (stereo not drawn) | 9 | 10 | 2 | 9 | -4 | 13 | 8 | 0
CCCCCC(=O)Nc1ncc2c(n1)CC(c1ccc(OC)c(OC)c1)CC2=O (stereo not drawn) | 1 | 1 | -2 | 4 | -2 | 0 | 3 | 4
O=C(NCCN1CCc2ccccc2C1)Nc1ccc(C(F)(F)F)cc1 | 46* | -5 | -9 | -4 | 3 | 6 | -3 | 6
Cc1cncc(C(=O)N2CC[C@H]3NC(=O)c4ccccc4OCCCCC[C@H]3C2)c1 | 9 | 9 | 6 | 20 | 1 | 6 | 14 | 1
C/C=C/C1=CC(=O)C(O)C1O (stereo not drawn) | 5 | 4 | 0 | 6 | -2 | -5 | 6 | -2
O=S(=O)(c1ccc(F)cc1)c1nc(-c2ccco2)oc1SCc1ccc(F)cc1 | 0 | 0 | -83 | -73 | 1 | 15 | -8 | 4
CC1CC(=O)Nc2cc(S(=O)(=O)Nc3ccc(F)cc3F)ccc2S1 (stereo not drawn) | -3 | 6 | -4 | -14 | 0 | -5 | -1 | -4
Cc1ccc(NC(=O)Cn2cccc2-c2nnc(C3CC3)o2)cc1C | -2 | -1 | -42 | 1 | 0 | 0 | -4 | -3
Cc1ccc(C)c(CN2CCC(CNC(=O)CCc3nnc4ccc(N5CCCC5)nn34)CC2)c1 | -5 | -19 | -1 | -48 | -1 | 1 | -15 | -6
Cc1ncoc1C(=O)N1CCN([C@H]2C[C@H]3C[C@@H](c4ccccc4)OC[C@@]3(C)C2)CC1 | 5 | 4 | -2 | 16 | -4 | 17 | 9 | 1
Cc1cc(=O)oc2cc(OC(C)C(=O)NCc3ccncc3)ccc12 (stereo not drawn) | -7 | 2 | -3 | 2 | 3 | 7 | -5 | -3
Cc1nc2ccccc2nc1SC(C(=O)O)c1ccccc1 (stereo not drawn) | 9 | 12 | -1 | 2 | -2 | 22 | 5 | -5
O=c1[nH]cccc1NS(=O)(=O)c1ccc(F)cc1 | 5 | 86* | -54 | -33 | -1 | 93* | -9 | 26
O=C(CCn1c(=O)c2ccccc2n(Cc2cccc([N+](=O)[O-])c2)c1=O)N1CC=C(c2ccccc2)CC1 | 18 | 8 | 3 | 39* | 16 | -1 | 9 | 3

By substructure: the entries above with a Cl atom (four)
structure | USP28 inh | USP17 inh | USP7 inh | USP30 block | USP10 inh | USP8 inh | OTUD3 block | UCHL1 block
O=C(COc1ccc(F)cc1Cl)NCCCn1ccc2ccccc21 | 12 | 11 | -7 | 19 | 1 | 12 | 14 | 3
O=C(c1ccc2c(c1)OCO2)[C@@H]1[C@@H]2CCCN2[C@]2(C(=O)Nc3ccc(Cl)cc32)[C@@]12C(=O)Nc1ccccc12 | -4 | 28 | 5 | -12 | 6 | 16 | -11 | 10
O=C(Nc1cc(S(=O)(=O)Nc2ccc(Cl)cc2)ccc1O)c1cc2c(s1)CCC2 | 5 | 14 | 60* | 20 | 70* | 99* | 8 | 33*
CN(C)C=Nc1nc(SCc2c(F)cccc2Cl)n[nH]1 | 6 | 2 | 4 | -1 | 3 | 4 | 1 | 0

New compounds follow
structure | USP28 inh | USP17 inh | USP7 inh | USP30 block | USP10 inh | USP8 inh | OTUD3 block | UCHL1 block
COc1cc(Cl)c(C)cc1Nc1ncnc2sccc12 | -3 | -2 | -2 | -58 | -4 | -18 | -9 | -1
CCc1nc(NCCCC(=O)O)c2oc3ccccc3c2n1 | 5 | 6 | 2 | 11 | 2 | 25 | 9 | 3
c1ccc2c(N3CCCC3)nnc(-c3nc(C4CC4)no3)c2c1 | 28 | -2 | -14 | 13 | 4 | -1 | 3 | 1
O=C1CCCc2cc(S(=O)(=O)NCCCc3ccco3)ccc2N1 | -25 | -57 | -30 | -132 | -5 | -14 | -12 | -2

Source: PubChem BioAssay
